KDM5B inhibitor = Primary screen for KDM5B Histone Demethylases FDH-coupled qHTS; Potency, µM (doses to about 57.7 µM), for the others: at the highest dose activity change, negative = inhibition, most hits filed as inhibitors; Lysine-specific demethylase 5B (Homo sapiens), Q9UGL1; 220,000 compounds, 2.6% hits; KDM5B demethylase, FDH-coupled NADH fluorescence (FDH is formaldehyde dehydrogenase); active means well fitted inhibition curve with a large enough effect; inconclusive means small, poorly fitted or top-dose-only effect; inactive means no such curve, though single readings can be large or run the other way; further: 0% is about no effect; nearly all actives have a fitted effect of over 70% in size
Target sequence (Q9UGL1 whole entry, looked up): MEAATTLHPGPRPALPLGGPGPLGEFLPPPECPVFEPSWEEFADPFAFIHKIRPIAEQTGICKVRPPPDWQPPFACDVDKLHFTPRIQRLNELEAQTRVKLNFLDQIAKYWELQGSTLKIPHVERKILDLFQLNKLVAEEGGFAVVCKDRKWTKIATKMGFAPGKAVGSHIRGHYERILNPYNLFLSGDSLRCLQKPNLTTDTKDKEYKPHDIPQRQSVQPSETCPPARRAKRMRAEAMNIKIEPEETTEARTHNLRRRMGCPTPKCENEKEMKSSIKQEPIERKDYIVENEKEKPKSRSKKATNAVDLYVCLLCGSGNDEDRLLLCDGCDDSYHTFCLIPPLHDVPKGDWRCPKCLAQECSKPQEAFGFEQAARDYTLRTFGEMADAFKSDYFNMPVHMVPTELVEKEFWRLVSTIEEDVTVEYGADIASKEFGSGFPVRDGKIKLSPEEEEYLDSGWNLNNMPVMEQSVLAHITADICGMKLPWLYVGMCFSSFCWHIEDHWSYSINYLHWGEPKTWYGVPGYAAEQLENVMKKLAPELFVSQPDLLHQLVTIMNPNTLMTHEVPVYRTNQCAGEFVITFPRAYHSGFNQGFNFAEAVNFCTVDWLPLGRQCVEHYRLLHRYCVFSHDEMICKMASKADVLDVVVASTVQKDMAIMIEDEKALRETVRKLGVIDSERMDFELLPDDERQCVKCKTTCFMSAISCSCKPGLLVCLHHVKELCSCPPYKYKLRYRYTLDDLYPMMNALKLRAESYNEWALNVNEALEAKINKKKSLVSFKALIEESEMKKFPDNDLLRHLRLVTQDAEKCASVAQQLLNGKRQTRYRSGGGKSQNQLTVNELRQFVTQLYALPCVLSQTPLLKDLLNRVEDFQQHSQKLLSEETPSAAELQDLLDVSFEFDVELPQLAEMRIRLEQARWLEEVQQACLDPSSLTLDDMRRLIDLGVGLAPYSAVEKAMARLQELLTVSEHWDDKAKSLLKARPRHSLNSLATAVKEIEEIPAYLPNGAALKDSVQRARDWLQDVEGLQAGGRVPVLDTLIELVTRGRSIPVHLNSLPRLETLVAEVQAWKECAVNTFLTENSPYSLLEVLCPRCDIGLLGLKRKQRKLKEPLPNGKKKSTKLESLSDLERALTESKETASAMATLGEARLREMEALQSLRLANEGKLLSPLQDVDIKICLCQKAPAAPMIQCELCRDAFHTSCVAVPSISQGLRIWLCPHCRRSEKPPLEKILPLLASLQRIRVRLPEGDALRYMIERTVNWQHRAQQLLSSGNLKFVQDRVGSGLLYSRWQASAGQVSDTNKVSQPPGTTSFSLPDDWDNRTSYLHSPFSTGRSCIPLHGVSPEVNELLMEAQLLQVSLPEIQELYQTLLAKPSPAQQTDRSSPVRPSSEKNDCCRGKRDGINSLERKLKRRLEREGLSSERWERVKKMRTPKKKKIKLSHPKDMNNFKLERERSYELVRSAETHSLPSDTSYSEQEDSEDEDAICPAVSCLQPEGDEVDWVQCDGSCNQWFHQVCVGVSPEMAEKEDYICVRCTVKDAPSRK
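Coupled FDH/NAD⁺ fluorescence readout. KDM5BΔAP 200 nM final; compound titration, 10 min RT preincubation; substrate mix 12.5 µM H3K4me3, 25 µM 2-OG, 50 µM Fe(II), 100 µM ascorbate, 0.25 mM NAD⁺, 0.25 U/mL FDH; ΔRFU over 30 min.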
* = called active by the depositor; i = inactive; ? = inconclusive; & = joins results of further samples; [ ] = another dose, or the depositor's remark. Potency means the concentration at half of the fitted maximal effect. A portion of the library; the hit share may differ from the screen's.

nr	SMILES	KDM5B inhibitor
1	CCCc1cc(=O)[nH]c(SCc2nc(-c3ccc(F)cc3)no2)n1	-7.5%
2	O=C(c1noc(-c2ccc(F)cc2)n1)N1CCN(c2ccc(Cl)cc2)CC1	?
3	O=C(N[C@H]1[C@H]2CCO[C@H]2[C@@H]1N1CCCC1)c1ccc(-c2cccc(F)c2)cc1	?
4	NC(=O)CCS(=O)CCC(N)=O	-16.6%
5	CCn1nc(C)cc1C(=O)N1CCCC(CCC(=O)NCc2ccc(OC)cc2OC)C1 (configuration not stated)	-14.0%
6	COc1ccc(-c2cn3nc(N4CCCC(C(=O)NCc5ccc(Cl)cc5)C4)sc3n2)cc1 (configuration not stated)	-2.5%
7	O=C(NCCc1ccccc1)c1cc2cc(F)ccc2[nH]1	-13.2%
8	CCC(C)NC(=O)c1ccc(-n2c(-c3ccccc3)cc3c2CCCC3)cc1 (configuration not stated)	?
9	COc1ccc(-c2cc(N3CCCC(NC(=O)Cc4ccsc4)C3)n[nH]2)cc1 (configuration not stated)	?
10	CCc1nc2c(cnn2-c2ccc(C)cc2)c(=O)n1-c1ccc(C)cc1	-19.8%
11	NCCn1cc(C(=O)NC2CCCN(c3cnccn3)C2)nn1 (configuration not stated)	?
12	COCCC(=O)N[C@H]1CC[C@]2(C)CCC([C@H](C)C(=O)NCCc3ccc(OC)c(OC)c3)[C@H](O)[C@H]2[C@@H]1C (some centres not stated)	8.1%
13	FC(F)(F)c1cccc(NC2(c3nnnn3C3CCCCC3)CCCC2)c1	15.6%
14	Cc1ccccc1OCCCCn1c(C2CC(=O)N(c3ccccc3Cl)C2)nc2ccccc21 (configuration not stated)	?
15	CCC(=O)Nc1ccc2oc(-c3ccc(OC)c(Cl)c3)nc2c1	?
16	COc1ccccc1CC(=O)N1CCC2(CC1)NC(=O)N(c1cccc(F)c1)N2	15.0%
17	CN1CCN(C(=O)c2ccc3c(c2)N(Cc2c(F)cccc2Cl)C(=O)c2ccccc2S3)CC1	-56.6%
18	COc1cccc(-c2ncc(CNC(=O)C3NCCc4[nH]cnc43)s2)c1 (configuration not stated)	20µM*
19	COc1ccccc1C1C=C(c2ccccc2)Nc2nnnn21 (configuration not stated)	-6.5%
20	CCc1ccc(OCC(=O)c2ccc3c(c2)N(CC(=O)NCCCOC)C(=O)CO3)cc1	-11.8%
21	CC(C)C(=O)N1Cc2ccccc2CC2(CCCCN2CC2CCNC2)C1 (configuration not stated)	?
22	CC(C)n1cc2c(C(F)(F)F)cc(=O)n(CCC(=O)O)c2n1	?
23	CCN1CCCC(CNC(=O)Cc2ccc(C(F)(F)F)cc2)C1 (configuration not stated)	-7.1%
24	COCCc1nn2c(=O)cc(COC(=O)c3ccc(OC)c(OC)c3)nc2s1	-8.3%
25	CCCCN1CC(C(=O)Nc2ccc(C(=O)Nc3ccc(C)c(Cl)c3)cc2)CC1=O (configuration not stated)	-8.4%
26	CCOC(=O)c1ccccc1NC(=O)c1nn(-c2ccc(OC)c(Cl)c2)c(=O)c2c1c1ccccc1n2C	0.0%
27	Cc1ccc(NC(=O)NCCN2CCN(c3ccccc3)CC2)cc1Cl	24.8%
28	CN1C(=O)[C@@H]2C[C@@H](CN2CC2CC2)Oc2ccccc21	?
29	Cc1ccc(C)c(-c2csc(-c3c(N)c(C(=O)c4ccc5c(c4)OCO5)n4ccccc34)n2)c1	-5.7%
30	COc1ccc(-c2noc(CC3CCN(C(=O)c4cc(F)cc(F)c4)CC3)n2)cc1	5.6%
31	COc1ccc(NC(=O)Nc2ccc(C)n(CC(=O)N3CCCCCC3)c2=O)cc1	-16.1%
32	COC(=O)C(=Nc1ccccc1)/C(C(=O)C(=O)N(C)c1ccccc1)=C(\O)c1ccccc1	?
33	Cn1nccc1C(=O)N1CCN(Cc2ccc(=O)n(CC3CC3)c2)CC1	?
34	CCOCCn1c(CN2CCN(C(=O)OCC)CC2)nc2c1c(=O)n(C)c(=O)n2C	14.4%
35	S=c1[nH]nc(-c2ccco2)n1/N=C/C(Cl)=C/c1ccccc1	?
36	COCc1ncc(C)n1CCNC(=O)c1cc(-c2ccccc2C)n[nH]1	-13.3%
37	CSCC(=O)NCCC[C@H](NC(=O)[C@@H]1[C@@H](NC(=O)Nc2ccc(F)cc2F)CCN1C(=O)CSC)C(N)=O	-19.1%
38	CCOC(=O)c1ccc2ncc(C(=O)OCC)c(Nc3ccc(C)c(Br)c3)c2c1	?
39	COc1ccc(OC)c(NC(=O)CN2C(=O)CCc3cc(S(=O)(=O)N4CCCCC4)ccc32)c1	-9.6%
40	Cc1ccc(NC(=O)C2CCCN(c3ncccn3)C2)c(C)c1 (configuration not stated)	?
41	Cc1ncoc1C(=O)N1CCC2(CCCN(Cc3cccc(F)c3F)C2=O)C1 (configuration not stated)	?
42	Cc1ccc2c(C)c(C(=O)N(C)Cc3noc4c3CCCC4)oc2c1	-15.2%
43	O=C(O)c1ccc(C(F)(F)F)nc1	21.7%
44	Cc1cccc(Cl)c1NC(=O)Cn1ccn2nc(-c3ccccc3)c(CO)c2c1=O	?
45	COc1cc(/C=C/C(=O)OCc2cc(=O)oc3cc(C)ccc23)ccc1O	12.7%
46	Cc1nn(CC(=O)NCc2ccc(N(C)C)cc2)c(=O)c2c(C)n(-c3ccc(Cl)cc3)nc12	-29.1%
47	CCO[C@H]1CN(C(=O)c2ccc(-c3noc(C4CC4)n3)cc2)C[C@@H]1O	16.8%
48	O=C(COc1ccc(Cl)cc1Cl)NNC(=S)NC(=O)c1ccco1	?

Continuation:
#	compound	KDM5B inhibitor
49	Oc1c(C(c2ccc(F)cc2)N2CCCC2)sc2nc(-c3ccco3)nn12 (configuration not stated)	?
50	O=C(CSC1CCCCC1)c1ccc(OC(F)F)cc1	?
51	Cn1nccc1C(=O)N1CCCCCC1c1nc(-c2ccncc2)no1 (configuration not stated)	-7.8%
52	COc1ccccc1CCN1CCCC(CN(C)C(=O)C(=O)c2cccn2C)C1 (configuration not stated)	-15.1%
53	CCOC(=O)c1ccccc1NC(=O)Cn1c(=O)n(-c2cccc(C)c2)c(=O)c2c1c1cc(C)ccc1n2C	?
54	Cc1cnc(C(=O)N2CCCC(c3nc(-c4cccnc4)no3)CCNC(=O)CC2)cn1 (configuration not stated)	-22.9%
55	CCCCn1cnc2c1c(=O)[nH]c(=O)n2CCC	-10.1%
56	CC(=O)c1ccc(NC(=O)CSc2nccn2Cc2ccco2)cc1	3.7%
57	COc1ccc(OC)c(C2C(C(=O)c3ccco3)=C(O)C(=O)N2c2nc3ccc(F)cc3s2)c1 (configuration not stated)	-22.9%
58	O=S1(=O)NCC2(CCN(Cc3c[nH]c4ccccc34)C2)Oc2ncccc21 (configuration not stated)	?
59	O=C(NCc1ccccc1S(=O)(=O)N1CCOCC1)c1cccc(Br)c1	11.1%
60	Cc1ccc(OCC(=O)Nc2ccc3nc(SCC(=O)N4CCOCC4)sc3c2)cc1	-10.7%
61	O=C(Cn1ccn2nc(-c3ccc(F)cc3)c(CO)c2c1=O)NCCC1=CCCCC1	?
62	Cc1noc(C2CC3(CCN(C(=O)c4nn(C)c5ccccc45)CC3)CN2C)n1 (configuration not stated)	?
63	O=C(CSc1nccn1-c1ccc(F)cc1)Nc1cccc2ccccc12	-0.8%&-19.3%
64	O=C(C1CC1)N1CC2(CCCN2Cc2cccnc2)Cc2ccccc21 (configuration not stated)	-24.6%[149 µM]
65	O=C(CCCc1cccs1)NCc1ccc(OCc2cccnc2)cc1	11.4%
66	CCc1nn2c(-c3ccccc3OC)ccnc2c1-c1ccc(F)cc1	-22.2%
67	CCCCc1cc(=O)oc2cc(OCC(=O)NCc3ccccn3)ccc12	1.9%
68	COc1cccc2[nH]c(=O)c(-c3ccccc3)cc12	?
69	COc1cc(OC)c(Nc2cc(C)nc3ncnn23)cc1Cl	-21.9%
70	CCCN(CC1CC1)C(=O)C1CCN(C(=O)N2CC3CC(C2)[C@H]2CCCC(=O)N2C3)CC1 (some centres not stated)	18.9%
71	O=C(OCc1cc(-c2ccc(Cl)cc2)no1)c1cc(Br)c[nH]1	2.4%
72	Cc1c(C(C)NC(=O)CN2CCOC2=O)cnn1-c1ccc(F)cc1F (configuration not stated)	-6.3%

KDM5B inhibitor: what is marked active above.
#	compound	KDM5B inhibitor
18	COc1cccc(-c2ncc(CNC(=O)C3NCCc4[nH]cnc43)s2)c1 (configuration not stated)	20µM*

Next records follow:
#	compound	KDM5B inhibitor
73	COc1cccc(-c2nc(-c3ccc(-c4ccccc4)nc3OC)no2)c1	19.6%
74	CC(C)CC(=O)NCC(=O)N1CCCCCCNC(=O)CC1c1ccccc1 (configuration not stated)	17.0%
75	Cc1cc(OCc2ccccc2)ccc1/C(O)=C1/C(=O)C(=O)N(Cc2cccnc2)C1c1ccncc1 (configuration not stated)	?
76	COc1ccc2[nH]cc(C(NCC(C)C)C(=O)O)c2c1 (configuration not stated)	-11.6%
77	CC(C)(CNC(=O)CCCc1ccc(Cl)cc1)C(N)=O	7.4%
78	COc1ccc(NC(=O)CSc2nc(C)cc3c2C(=O)OC3)cc1	18.6%
79	Cc1cc(C)n(CCNC(=O)c2cn(CCN3CCNCC3)nn2)c(=O)n1	?
80	Nc1ccc(Br)cc1-c1ccccc1	17.6%
81	Cc1ccc(COc2c(Br)cc(/C=C(\C#N)c3nc4ccccc4[nH]3)cc2Br)cc1	8.5%
82	O=C(O)c1cc(C[C@H]2CNCC[C@H]2CC(=O)N2CCCCC2)no1	17.4%[86.2 µM]
83	COc1ccccc1CN1C(=O)O[C@@H]2CN(C(=O)NC3CCCCC3)C[C@@H]21	45.9%[activator]
84	COCCN(CCOC)CC(=O)OC	12.5%
85	O=C(c1ccccc1)N1CCC(N2CCCNC2=O)CC1	-4.4%&19.5%[86.2 µM]
86	CC(NC(=O)CN1CCN(c2ccc([N+](=O)[O-])c3cnccc23)CC1)c1ccccc1 (configuration not stated)	-6.7%
87	COc1ccc(C(=O)Nc2nnc(S(=O)(=O)N(CC(C)C)c3ccc(C)cc3)s2)cc1OC	-12.5%
88	CC(C)c1ccc(C(=O)NCc2cccc(CNC(=O)c3ccc(C(C)C)cc3)c2)cc1	-5.1%

Some of these compounds in order of formula weight, low to high:
#	compound	KDM5B inhibitor
84	COCCN(CCOC)CC(=O)OC	12.5%
80	Nc1ccc(Br)cc1-c1ccccc1	17.6%
78	COc1ccc(NC(=O)CSc2nc(C)cc3c2C(=O)OC3)cc1	18.6%

More records:
#	compound	KDM5B inhibitor
89	Cc1ccc(CN2CCCC(c3nc(C(C)C)no3)CCNC(=O)CC2)s1 (configuration not stated)	22.2%
90	O=C(C1CCCCC1)N1CC[C@H](c2nnc(-c3ccncc3)o2)C1	?
91	CC1(C(=O)N2CCN(c3ccccn3)CC2)CCOCC1	112µM*
92	O=C(/C=C/c1cccc(O)c1)c1ccc(F)c(Cl)c1	?
93	CCOc1cc(C#N)c(NC(=O)c2ccc(F)cc2)cc1OCC	5.1%
94	O=C(c1cc(-c2ccccc2Cl)nc2ccccc12)N1CCC1	-9.5%
95	CCS(=O)(=O)N1CCc2cc(C(=O)NCc3ccc(OC)cc3)ccc21	6.0%
96	Cc1noc2ccc(-c3ccccc3Oc3ccccc3)nc12	-2.7%[86.2 µM]

The list goes on; it opens with the 3 that closed the last part.
#	compound	KDM5B inhibitor
94	O=C(c1cc(-c2ccccc2Cl)nc2ccccc12)N1CCC1	-9.5%
95	CCS(=O)(=O)N1CCc2cc(C(=O)NCc3ccc(OC)cc3)ccc21	6.0%
96	Cc1noc2ccc(-c3ccccc3Oc3ccccc3)nc12	-2.7%[86.2 µM]
97	CCOC(=O)CCn1cnc2onc(-c3cc(OC)ccc3Cl)c2c1=O	-35.4%
98	CNc1c(NS(=O)(=O)c2ccc(F)c(Cl)c2)c(=O)oc2ccccc12	-15.5%
99	COc1ccc(C(=O)N[C@@H]2CCC[C@@H]2C(=O)NCc2cccc(F)c2)cn1	1.6%
100	CC(=O)N1CCC(NC[C@H]2COCc3nc4cc(C)ccc4n32)CC1	-17.8%[86.2 µM]
101	O=C(Nc1ccnn1Cc1cccs1)c1ccc(S(=O)(=O)N2CCCC2)cc1	8.1%
102	Cc1cc(NS(=O)(=O)c2ccc(NC(=O)CSc3nc4ncccc4[nH]3)cc2)nc(C)n1	-3.7%
103	O=C1NCCCC12CCN(Cc1cccc(C(F)(F)F)c1F)C2 (configuration not stated)	6.6%
104	Cn1c(=O)c2ccccc2n2c(CCl)nnc12	?
105	COCC(=O)N1CC[C@H](c2nnc(C(C)(C)C)o2)C1	?
106	O=C(Nc1ccccc1)N1CCN2C(=O)N(Cc3ccc(F)cc3)C[C@H]2C1	12.7%[86.2 µM]
107	O=C(Nc1ccccc1C(=O)NC1CCCCC1)c1ccccc1	?
108	COc1cc(/C=C(\C#N)C(=O)N2CCc3ccccc32)ccc1O	-6.0%
109	CCOC(=O)c1ccc2c(c1)N(Cc1ccc(F)cc1Cl)C(=O)c1ccccc1S2(=O)=O	?
110	COCCn1ccc2c(C3=CCOCC3)nc(-c3cccc4cn[nH]c34)cc21	35.5µM*
111	COP(=O)(OC)c1nc(-c2cccs2)oc1NCc1ccc(C)cc1	i
112	COc1ccc(-c2[nH]ncc2CN2CCCCCNC(=O)CC2c2ccccc2)cc1 (configuration not stated)	30.8%
